AI-2 QS mod: Vibrio harveyi AI-2 quorum sensing modulation. Vibrio harveyi JMH597 AI-2 luminescence/OD600 ratio, 9 h; stronger effect = lower value; strain lacks LuxN and CqsS sensors; 0 = neutral-control median. activity change, % at 7.5 µM. 0.4% of 300,000 active. AID 2094; in the data active = activity change below about -75%, passing the limit was not always enough;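 also: luminescence divided by OD600 gain over 9 h not by final OD600 alone; inactives centre near 13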
HSF1 inh: HSF1 inhibition. NIH3T3-HGL HSE-luciferase, MG132-induced, luminescence 8 h; stronger effect = lower value. activity change, negative = inhibition, % at 7.5 µM (by protocol). 0.77% of 300,000 active;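 active = more than half of replicate wells show activity change below -50%, luminescence cut by over half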;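 also: luciferase reports HSF-1 transcriptional activity via heat shock element; 0% = median of DMSO wells and -100% = zero luminescence signal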
GSK3A inh: human GSK-3 alpha kinase inhibition; inhibition, % at 10 µM; ADP-Glo luminescence, 60 min; P49840; 0.1% of 320,000 active;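 in the data active = inhibition above about 50%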;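 also: GST-tagged GSK-3 alpha with peptide substrate and 25 µM ATP; 0% = DMSO neutral wells and 100% = GW8510 positive control wells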
Target sequence (P49840 whole entry, looked up): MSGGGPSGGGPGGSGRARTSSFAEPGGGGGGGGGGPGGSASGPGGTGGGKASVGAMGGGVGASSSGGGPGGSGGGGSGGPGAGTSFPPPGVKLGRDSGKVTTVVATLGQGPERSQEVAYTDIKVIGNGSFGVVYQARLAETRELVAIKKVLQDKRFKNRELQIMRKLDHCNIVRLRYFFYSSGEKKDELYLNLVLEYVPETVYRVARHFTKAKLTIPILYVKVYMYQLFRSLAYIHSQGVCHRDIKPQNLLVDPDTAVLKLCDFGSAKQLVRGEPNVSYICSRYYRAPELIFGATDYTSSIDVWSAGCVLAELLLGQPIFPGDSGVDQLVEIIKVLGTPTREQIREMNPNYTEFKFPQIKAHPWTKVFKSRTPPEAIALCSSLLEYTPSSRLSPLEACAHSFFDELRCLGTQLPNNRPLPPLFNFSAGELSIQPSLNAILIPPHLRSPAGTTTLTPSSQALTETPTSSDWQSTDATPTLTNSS
aSyn UTR inh: 5' untranslated region of α-synuclein, MLPCN primary screen; AID 1813; alpha-synuclein 5'UTR reporter, inhibitor activity; inhibition, % (tested at 7.5 µM); 0.82% of 300,000 active; in the data active = inhibition above about 60%;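 also: H4 neuroglioblastoma cells stably carrying SNCA 5'UTR luciferase fusion; 0% = DMSO wells and 100% = positive control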
HSF-1 act: increases HSF-1 driven luciferase reporter signal; NIH3T3-HGL HSF-1 luciferase reporter, MG132, 8 h; 100% = twice DMSO control signal; activation, % at 9 µM; 1.7% of 300,000 active; AID 504408;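 active = mean replicate activation of at least 50% with a set share of replicates each reaching 50%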;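 also: 0% = median of the neutral control wells and 100% = twice that signal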
HIF activator: HIF pathway transcriptional activation; U2OS HRE-luciferase reporter, luminescence; normalized: DMSO 0%, desferrioxamine 100%; 0.32% of 300,000 active; activation, % at 7.5 µM (by protocol); AID 1910;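 active = mean activation of at least 10% of the iron chelator positive control signal, with at least half of replicates also reaching 10%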
HSP90 refold inh: inhibitors of HSP90 luciferase refolding in rabbit reticulocyte lysate; luciferase refolding luminescence, 3 h; inhibition, % at 5.6 µM; 0.91% of 290,000 active; AID 1789;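 active = inhibition above the screen-wide mean plus 3 SD, computed separately per campaign, cut at about 16% in these data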;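 also: 0% = DMSO wells and 100% = 60 µM geldanamycin wells; inhibitors lower the luminescence because luciferase stays unfolded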
KLF5 inh: suppresses KLF5 promoter-driven expression. DLD-1 KLF5 promoter-luciferase reporter, luminescence. inhibition, % at 5 µM. 0.23% of 290,000 active;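 active = inhibition above a per-plate limit of that plate's mean compound inhibition plus 3 SD, cut at about 60% in these data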;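 also: 0% = DMSO wells and 100% = LY294002 at 200 µM; higher means less KLF5 promoter-driven luciferase light; inactives centre near -14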
GSK3beta inhib: human GSK3beta kinase inhibition | P49841 | GST-GSK3beta kinase, ADP-Glo luminescence, 60 min; stronger effect = lower value | activity score (negative = inhibition), % at 10 µM | 0.038% of 300,000 active | AID 2097;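 active = more than half of replicate wells score below -50%, meaning over 50% inhibition versus plate controls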;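 also: 0% = median DMSO wells and -100% = median GW8510 positive control wells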
Target sequence (P49841 whole entry, looked up): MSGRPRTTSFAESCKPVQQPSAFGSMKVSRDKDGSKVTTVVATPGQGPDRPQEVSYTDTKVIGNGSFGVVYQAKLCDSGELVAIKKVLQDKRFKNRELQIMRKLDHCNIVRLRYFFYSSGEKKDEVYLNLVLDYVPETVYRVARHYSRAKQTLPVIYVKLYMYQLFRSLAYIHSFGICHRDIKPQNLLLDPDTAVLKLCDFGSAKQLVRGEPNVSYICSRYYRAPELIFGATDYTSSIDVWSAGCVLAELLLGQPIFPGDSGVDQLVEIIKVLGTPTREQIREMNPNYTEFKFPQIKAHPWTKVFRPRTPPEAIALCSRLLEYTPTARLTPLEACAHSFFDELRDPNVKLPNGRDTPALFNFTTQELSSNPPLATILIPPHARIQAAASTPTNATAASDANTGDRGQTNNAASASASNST
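Test system – GST-tagged human GSK3beta kinase, cell-free · Incubation – 60 min enzyme reaction, room temperature · Signal – ADP-Glo luminescence · Also added – peptide substrate and ATP at 25 µM · Controls – DMSO neutral wells and GW8510 at 20 µM as positive · Buffer or medium – Tris/MgCl2 kinase buffer · Measure – Luminescence-derived activity versus plate DMSO and GW8510 wells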
IEC-6 cytotox: kills IEC-6 intestinal cells in KLF5 counter-screen. IEC-6 cytotoxicity, luminescence viability. inhibition, % at 5 µM. 0.78% of 290,000 active; in the data active = inhibition above about 22%;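 also: 0% = plate median of test compound wells and 100% = cytotoxic reference compound wells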
Numbers without * were called inactive; x = no result given.

Compound	AI-2 QS mod	HSF1 inh	GSK3A inh	aSyn UTR inh	HSF-1 act	HIF activator	HSP90 refold inh	KLF5 inh	GSK3beta inhib	IEC-6 cytotox
Oc1ccc(N2CCN(C(c3cccs3)c3nnnn3CCc3ccccc3)CC2)cc1 (stereo not drawn)	18	-3	1	5	-3	-5.0	0	-6	0	0
CCOC(=O)c1cccc(NC(=O)CNC(=O)C2CCCCC2)c1	-12	0	-1	-3	12	-0.2	-1	-10	7	-3
O=C(O)C1CCCCC1C(=O)NCc1cn2ccccc2n1 (stereo not drawn)	24	-3	0	-11	-18	0.2	0	-10	-1	4
O=C(O)CCCC(=O)NNc1ncnc2ccccc12	9	-16	-5	-25	-5	1.1	-4	-12	5	9
Cc1ccccc1C(=O)N1CCC(C(=O)Nc2ccc(F)cc2)CC1	34	-9	x	15	1	0.2	2	-9	-2	4
CN(C)S(=O)(=O)c1ccc(C(=O)NCc2nnc(SCC(=O)N3CCCC3)o2)cc1	-1	2	-3	-14	5	-0.3	-1	-6	0	-8
Cc1cc([N+](=O)[O-])nn1CCCC(=O)NC(C)c1ccccc1 (stereo not drawn)	28	1	0	-5	-6	-0.6	-3	-19	3	3
C=CCSc1ncc(-c2ccccc2)cn1	28	22	-2	-160	24	2.9	-2	-26	2	2

Structural class: the entries above containing an aryl thioether with sulfur outside any ring.
Compound	AI-2 QS mod	HSF1 inh	GSK3A inh	aSyn UTR inh	HSF-1 act	HIF activator	HSP90 refold inh	KLF5 inh	GSK3beta inhib	IEC-6 cytotox
CN(C)S(=O)(=O)c1ccc(C(=O)NCc2nnc(SCC(=O)N3CCCC3)o2)cc1	-1	2	-3	-14	5	-0.3	-1	-6	0	-8
C=CCSc1ncc(-c2ccccc2)cn1	28	22	-2	-160	24	2.9	-2	-26	2	2

Next part:
Compound	AI-2 QS mod	HSF1 inh	GSK3A inh	aSyn UTR inh	HSF-1 act	HIF activator	HSP90 refold inh	KLF5 inh	GSK3beta inhib	IEC-6 cytotox
Cc1ccc(OS(=O)(=O)c2c(C)nn(C)c2Cl)c(C)c1	6	-2	-3	31	-12	-0.6	1	-19	-3	4
CC(=O)c1ccc(NC(=O)/C(C#N)=C/c2ccncc2)cc1	30	4	3	-3	1	0.2	-2	-43	-2	5
COC(=O)Nc1cc(C(=O)c2ccc(Cl)cc2Cl)c[nH]1	4	0	0	-7	8	-0.4	0	-13	-2	5
CC(=O)NCCc1nc2ccccc2n1CCOc1ccccc1	-1	2	0	5	-1	-0.8	1	8	1	-3
COc1ccc(NC(=O)Nn2cnnc2)cc1OC	21	-2	-1	7	0	-0.6	-3	-11	1	-7
COc1cc([N+](=O)[O-])ccc1N=Nc1c(N)[nH]n(-c2ccccc2)c1=O	24	9	-2	-16	18	-0.1	4	-18	1	4
C=CCn1c(SCC(=O)Nc2sccc2C#N)nc2sc(C)c(C)c2c1=O	30	-5	-8	-5	2	-6.0	4	-18	0	0
Cc1ccc(N=C2NC(=O)C(CO)(CO)S2)cc1	-4	-6	1	-28	3	1.3	4	-36	-1	0
CCN1C(=O)/C(=C/C=C2/Sc3ccc4ccccc4c3N2CCO)SC1=S	-3	-3	-1	18	-2	-0.4	1	-15	-1	5
COc1ccc(NC(=O)c2c3c(nc4ccccc24)CCN(Cc2ccccc2)C3)c(OC)c1	19	-2	0	13	0	-0.6	3	-1	1	3
CCC(=O)c1cn(CC(=O)Nc2cccc(OC)c2)c2ccccc12	10	-1	1	22	11	-16	-2	-13	-3	3
CS(=O)(=O)Nc1cccc(C2=NN(S(C)(=O)=O)C(c3ccc4c(c3)OCO4)C2)c1 (stereo not drawn)	-3	5	-1	-86	23	3.3	2	-83	0	3
Cc1ccc(C(=O)NC(C)c2nnc(SCC(=O)NC3CCCC3)n2C)cc1 (stereo not drawn)	17	2	2	-22	6	-0.4	-4	-41	-2	-7
CC(Sc1ccccc1)C(=O)NNC(=O)c1csc(N2CCOCC2)n1 (stereo not drawn)	6	-2	-1	-2	-10	0.0	x	x	2	x
COCCn1c(=NC(=O)C2COc3ccccc3O2)sc2cc(S(N)(=O)=O)ccc21 (stereo not drawn)	-7	-8	-4	28	7	-1.8	2	-7	3	8
CC(=O)c1ccc(N(C(=O)CNC(=O)c2ccco2)C(C(=O)NCC2CCCO2)c2ccccc2)cc1 (stereo not drawn)	19	0	-2	-12	-17	-0.5	8	-9	1	5
Cc1ccc(NC(=O)C2(c3ccccc3)CCCC2)nc1	19	3	-2	6	-5	-0.2	2	-18	1	-1
O=C(CN1CCN(c2ncc(C(F)(F)F)cc2Cl)CC1)Nc1ccc2c(c1)OCO2	7	6	-7	13	20	0.0	-2	-17	2	4
O=[N+]([O-])c1ccc(Nc2ccc(F)cc2)nc1	27	-2	-1	-1	20	1.1	-2	-9	-2	4
CCN(CC)CCCNC(=O)N[C@@H](Cc1ccccc1)C(=O)O	7	-11	0	16	7	0.0	-2	-40	-13	-5
O=C(/C=C\Nc1ccccn1)c1ccc(Cl)cc1	x	x	-1	x	x	x	39*	-51	x	-4
Nc1ccc(S(=O)(=O)Nc2nccc(/C=C/c3ccccc3F)n2)cc1	8	15	-1	-65	15	0.1	-2	-13	4	-6
COc1ccc2cc(C(=O)C3CCCN(C(=O)CSc4nnc(C)o4)C3)ccc2c1 (stereo not drawn)	13	1	1	15	4	-0.1	-4	-22	-2	0
Cc1c(CCC(=O)O)c(=O)oc2cc3occ(-c4ccc(Br)cc4)c3cc12	-10	-1	-1	-14	-2	-1.5	9	-12	3	6
CCOC(=O)c1ccc(N2C(=O)CC(Sc3nc(C)cc(C)n3)C2=O)cc1 (stereo not drawn)	14	-9	0	-7	1	-1.6	-3	-24	0	-4
S=c1[nH]nc(-c2ccco2)n1-c1cccc2ccccc12	-16	-9	-1	-2	-38	-26	-2	-6	-2	-5
C=CCn1c(COc2ccc(CC)cc2)nnc1SCC(=O)N(C)C1CCS(=O)(=O)C1 (stereo not drawn)	24	-4	2	-1	-2	-0.2	-1	-19	-1	-10
O=C(c1ccccc1-c1nc(-c2ccc(Cl)cc2)no1)N1CCCC1	12	4	1	-251	6	3.6	6	-13	5	6
COCCN(C(=O)CSc1nc(N)cc(=O)[nH]1)c1c(N)n(Cc2ccccc2)c(=O)[nH]c1=O	-2	-1	-2	3	-3	0.3	x	x	2	x
O=C(NCCCN1CCN(Cc2ccccc2Cl)CC1)Nc1ccccc1	19	-2	1	10	7	0.1	2	0	-4	5
COc1ccc(OC)c(Nc2nc3ccc(C)cc3n3cnnc23)c1	1	19	0	8	74*	-10	-2	-37	1	9
CCc1ccc2c(c1)cc(CN(Cc1ccco1)C(C)=O)c1nnnn12	17	19	-2	-26	22	0.4	1	-2	0	-5

Sorted by length of the SMILES (highest first): some entries from above.
Compound	AI-2 QS mod	HSF1 inh	GSK3A inh	aSyn UTR inh	HSF-1 act	HIF activator	HSP90 refold inh	KLF5 inh	GSK3beta inhib	IEC-6 cytotox
COCCN(C(=O)CSc1nc(N)cc(=O)[nH]1)c1c(N)n(Cc2ccccc2)c(=O)[nH]c1=O	-2	-1	-2	3	-3	0.3	x	x	2	x
C=CCn1c(COc2ccc(CC)cc2)nnc1SCC(=O)N(C)C1CCS(=O)(=O)C1 (stereo not drawn)	24	-4	2	-1	-2	-0.2	-1	-19	-1	-10
COc1ccc2cc(C(=O)C3CCCN(C(=O)CSc4nnc(C)o4)C3)ccc2c1 (stereo not drawn)	13	1	1	15	4	-0.1	-4	-22	-2	0
Cc1c(CCC(=O)O)c(=O)oc2cc3occ(-c4ccc(Br)cc4)c3cc12	-10	-1	-1	-14	-2	-1.5	9	-12	3	6
CCOC(=O)c1ccc(N2C(=O)CC(Sc3nc(C)cc(C)n3)C2=O)cc1 (stereo not drawn)	14	-9	0	-7	1	-1.6	-3	-24	0	-4
Nc1ccc(S(=O)(=O)Nc2nccc(/C=C/c3ccccc3F)n2)cc1	8	15	-1	-65	15	0.1	-2	-13	4	-6
O=C(c1ccccc1-c1nc(-c2ccc(Cl)cc2)no1)N1CCCC1	12	4	1	-251	6	3.6	6	-13	5	6
CCN(CC)CCCNC(=O)N[C@@H](Cc1ccccc1)C(=O)O	7	-11	0	16	7	0.0	-2	-40	-13	-5
COc1ccc(OC)c(Nc2nc3ccc(C)cc3n3cnnc23)c1	1	19	0	8	74*	-10	-2	-37	1	9
S=c1[nH]nc(-c2ccco2)n1-c1cccc2ccccc12	-16	-9	-1	-2	-38	-26	-2	-6	-2	-5
O=C(/C=C\Nc1ccccn1)c1ccc(Cl)cc1	x	x	-1	x	x	x	39*	-51	x	-4

Following part.
Compound	AI-2 QS mod	HSF1 inh	GSK3A inh	aSyn UTR inh	HSF-1 act	HIF activator	HSP90 refold inh	KLF5 inh	GSK3beta inhib	IEC-6 cytotox
C=CCSc1nc(-c2ccc3c(c2)OCO3)cc(C(F)(F)F)c1C#N	26	0	x	-43	-8	-0.1	-1	-15	3	-1
COc1ccccc1OCCn1c(SCC(N)=O)nc2ccccc21	0	-9	-1	19	-5	-0.4	2	-34	-6	-2
COc1ccc(-c2n[nH]c(C)c2-c2ccccc2OC)c(O)c1	7	-4	1	4	-12	-1.9	-4	-20	-2	-4
Cc1cc(-n2c(C)cc(C(=O)CN3C(=O)NC4(CCCCCC4)C3=O)c2C)no1	25	-1	-8	4	0	0.0	2	7	3	9
CSc1ccc(CCNC(=O)CCc2nnc3ccc(N4CCOCC4)nn23)cc1	14	-4	1	1	-3	-0.6	-1	-8	3	0
O=C(Nc1ccc(Oc2ncnc3cc(Cl)ccc23)nc1)c1ccc(F)cc1	30	-10	0	0	-7	-0.3	-3	-20	-1	-9
CN(CCOCCOc1ccc(Cl)cc1Br)Cc1ccccc1	16	-14	-2	12	-35	0.0	-1	-14	2	3
CN(C)S(=O)(=O)N1CCN(C(=O)N2CCCCCC2)CC1	9	-5	-2	-12	17	-0.3	-4	-10	0	1
c1coc(CNCc2cccs2)c1	12	-3	-1	31	7	0.3	-2	-22	0	-1
Cc1nn(CC(=O)N/N=C/c2ccc(F)cc2)c(C)c1[N+](=O)[O-]	17	-4	-2	-3	-10	-0.3	0	-15	-7	-3
CN1CCN(C(=O)C2=C[C@@H](c3ccc4c(c3)OCO4)C[C@@H](OCc3ccc(CO)cc3)O2)CC1	7	2	-5	-21	6	1.4	2	-16	2	-4
Nc1nnc(SCCOc2ccccc2)s1	-1	4	5	-28	10	0.5	1	-43	0	2

Screening results: PubChem BioAssay, several laboratories
